Compound activity deposited in PubChem by several laboratories.
CAL PDZ FP-1 – human CAL PDZ-peptide interaction inhibition | Q9HD26 | purified CAL PDZ, TMR-peptide fluorescence polarization, 1 h | 330,000 compounds, 0.02% hits | AID 504414 | inhibition, % at 20 µM;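 active = highest replicate inhibition of at least 40%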;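 also: plate controls were DMSO neutral control wells for no effect and unlabeled competitor peptide control wells for full effect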
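Control set: unlabelled peptide and DMSO controls / Material: purified CerCALP PDZ construct / Timing: 1 h incubation at room temperature before polarization reading / Doses: 20 µM, one dose / Detection: fluorescence polarization (mP)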
CAL PDZ FP-2 – blocks peptide binding to the human CAL PDZ domain. Q9HD26. purified CAL PDZ, TMR-peptide fluorescence polarization, 1 h. inhibition, % at 24.9 µM. 300,000 compounds, 0.92% hits. AID 602252;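 active = mean inhibition of at least 30% with at least half of replicates also reaching 30%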;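 also: 0% = DMSO neutral control and 100% = excess unlabeled competitor peptide PRC23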
Keap1-Nrf2 PPI – inhibitors of human Keap1-Nrf2 protein-protein interaction; Keap1 Kelch-Nrf2 peptide fluorescence polarization, 1536-well; inhibition, % at 9.4 µM; 340,000 compounds, 0.15% hits; AID 504523; in the data active = inhibition above about 12%;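 also: human Keap1 Kelch domain with fluorescein labeled Nrf2 9mer peptide probe; 0% = neutral control wells and 100% = peptide positive control; higher means more block of Keap1 binding to Nrf2 peptide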
RTF Ca sens act – increases calcium sensitivity of human cardiac regulated thin filaments. 340,000 compounds, 0.24% hits. IANBD-labeled TnC RTF fluorescence at EC20 calcium; 0% EC20 calcium, 100% full calcium. activation, % at 7.2 µM. P19429+P45379;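 active = activation above the mean over all tested compounds plus 3 SD, cut at about 30% in these data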;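 also: rise in fluorescence read as greater calcium sensitivity of cardiac thin filaments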
LANA DNA inh – inhibitors of KSHV LANA C-terminal domain DNA binding | 340,000 compounds, 0.078% hits | MBP-C-LANA/FAM-LBS DNA binding, fluorescence polarization | inhibition, % at 9 µM | AID 504423;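 active = highest replicate inhibition at or above 60% at 9 µM, even if other replicates fall short; inactive = all replicates below 60% inhibition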;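 also: 0% = neutral control wells and 100% = 4 µM acridine orange control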
PKA-R2B activ – activators of human PKA-R2B complex. P22694+P31323. PKA-R2B holoenzyme dissociation, Cy5-IP20 fluorescence polarization; R2B truncated from residue 108, S112A mutant; 0% DMSO only, 100% 113 µM cGMP. activation, % at 11.4 µM. 340,000 compounds, 0.079% hits;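 active = activation above a cutoff set at the mean over all compounds plus 3 SD, cut at about 18% in these data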;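 also: higher means more holoenzyme dissociation and a rise in polarization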
Target sequence (P31323 whole entry, looked up, other chains not shown, the tested form may be a part): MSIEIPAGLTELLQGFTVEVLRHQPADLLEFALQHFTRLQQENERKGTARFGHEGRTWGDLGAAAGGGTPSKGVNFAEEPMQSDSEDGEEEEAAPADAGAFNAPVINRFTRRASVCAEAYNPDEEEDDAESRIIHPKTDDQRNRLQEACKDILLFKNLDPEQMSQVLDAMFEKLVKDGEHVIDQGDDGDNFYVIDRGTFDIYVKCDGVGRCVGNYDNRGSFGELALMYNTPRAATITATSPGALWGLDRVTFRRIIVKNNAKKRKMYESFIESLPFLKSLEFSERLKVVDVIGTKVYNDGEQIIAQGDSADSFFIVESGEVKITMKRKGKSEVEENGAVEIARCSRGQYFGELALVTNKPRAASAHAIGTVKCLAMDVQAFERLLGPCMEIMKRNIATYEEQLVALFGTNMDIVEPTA
RTF Ca sens inh – cardiac RTF calcium desensitization; IANBD-labeled cardiac RTF, Ca2+ fluorescence; inhibition, % at 7.15 µM; 340,000 compounds, 0.12% hits;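 active = inhibition above the mean inhibition of all tested compounds plus 3 SD, cut at about 17% in these data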;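 also: assay run at fixed EC70 calcium of 1.6 mM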
DAGLB inh – diacylglycerol lipase beta (human) inhibition; 340,000 compounds, 0.059% hits; AID 504411; inhibition, % at 5.17 µM; HEK293T DAGLB membrane lysate, EnzChek fluorogenic substrate; in the data active = inhibition above about 34%;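 also: 0% = enzyme with vehicle and 100% = wells lacking enzyme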
Target sequence (Q8NCG7 whole entry, looked up): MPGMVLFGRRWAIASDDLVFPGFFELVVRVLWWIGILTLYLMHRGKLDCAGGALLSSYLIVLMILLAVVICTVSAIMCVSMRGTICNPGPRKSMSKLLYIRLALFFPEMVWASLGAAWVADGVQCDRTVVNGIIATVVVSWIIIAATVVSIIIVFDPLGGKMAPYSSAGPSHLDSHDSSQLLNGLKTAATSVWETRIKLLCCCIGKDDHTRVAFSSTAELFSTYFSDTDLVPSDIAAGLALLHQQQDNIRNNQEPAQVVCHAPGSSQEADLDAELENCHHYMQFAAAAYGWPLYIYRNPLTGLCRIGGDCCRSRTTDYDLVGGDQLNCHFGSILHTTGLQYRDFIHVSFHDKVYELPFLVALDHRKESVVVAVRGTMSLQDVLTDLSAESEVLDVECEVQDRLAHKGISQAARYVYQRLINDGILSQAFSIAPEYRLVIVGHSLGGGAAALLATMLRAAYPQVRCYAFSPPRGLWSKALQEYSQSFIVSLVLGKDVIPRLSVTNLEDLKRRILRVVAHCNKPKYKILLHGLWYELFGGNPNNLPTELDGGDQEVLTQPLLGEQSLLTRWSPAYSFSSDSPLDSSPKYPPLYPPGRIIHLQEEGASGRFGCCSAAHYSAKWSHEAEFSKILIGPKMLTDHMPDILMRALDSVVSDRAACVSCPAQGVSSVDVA
SR-BI uptake up – SR-BI HDL lipid transfer activation. AID 504775. 320,000 compounds, 0.096% hits. CHO ldlA[mSR-BI] cells, DiI-HDL uptake fluorescence, 3 h; 100 = double the neutral-control signal. activation, % at 12.5 µM;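 active = mean replicate activation of at least 60% and every replicate at or above 60%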;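 also: 0% = median plate neutral-control signal and 100% = twice that signal; values of inactives mirror those of a sister screen read the other way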
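Test system: SR-BI-overexpressing, LDLR-lacking CHO cells; Medium: Ham's F12 with 0.5% BSA, HEPES 25 mM, pH 7.4; Schedule: 3 h, 37 °C; Technique: bottom-read fluorescence, 550/595 nm.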
Rtt109 HAT inh – blocks Candida albicans Rtt109/Vps75 acetyltransferase activity | Q5AAJ8 | purified Rtt109/Vps75, ThioGlo CoA-SH fluorescence, 4 h | inhibition, % at 34.9 µM | 330,000 compounds, 0.16% hits;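 active = inhibition of at least 50% in every replicate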
Numbers without * were called inactive; x = not tested or not shown.

SMILES	CAL PDZ FP-1	CAL PDZ FP-2	Keap1-Nrf2 PPI	RTF Ca sens act	LANA DNA inh	PKA-R2B activ	RTF Ca sens inh	DAGLB inh	SR-BI uptake up	Rtt109 HAT inh
Cc1sc2ncn(CC(=O)NCC(=O)N3CCN(c4ccc(F)cc4)CC3)c(=O)c2c1C	-1.3	11	1	-4	-4.6	2	-3	-1	x	13
Cc1ccc(S(=O)(=O)Nc2nc3ccc(S(C)(=O)=O)cc3s2)cc1	-2.0	-4	-2	-2	1.1	-4	2	3	-1	0
CCC(Sc1ncnc2c1c(-c1ccccc1)cn2-c1ccc(OC)cc1)C(=O)OC (centres undefined)	-0.3	-1	1	2	-0.5	-8	-8	-15	-39	-6
O=C1CC(c2cccc(O)c2)Oc2ccccc21 (centres undefined)	-0.5	-1	-2	0	-3.6	-1	-4	-7	4	20
CCN(CC)C(=O)N1CCc2ccccc21	-1.8	0	-1	-1	1.2	-2	9	1	21	0
O=C(CCl)N(C1CCCC1)C1CCS(=O)(=O)C1 (centres undefined)	-2.1	-2	-6	4	-2.1	7	-6	1	x	-7
CN(C)CCCCCCCCCCC(=O)/C=N/O	-2.0	-2	-3	6	-1.2	-15	-9	1	19	-3
Nc1c(C(=O)Nc2ccc(Br)cc2)sc2nc(-c3ccco3)ccc12	-0.5	-6	-1	-4	-1.2	12	-1	16	-44	-6
CC(C)N1C(=O)C2C(C(=O)NC3CCCCC3)C3C=CC2(O3)C1C(=O)NC1CCCCC1 (centres undefined)	-0.6	4	-5	4	0.6	-6	2	3	3	-16
CCOc1ccc(C(=O)Nc2ccc(-c3cc4ccccc4oc3=O)c(C)c2)cc1[N+](=O)[O-]	-0.5	6	-3	-2	-0.6	2	5	-1	-50	5
Cc1ccc(C(=O)OCC(=O)c2c[nH]c3ccccc23)cc1NC(=O)c1ccco1	-4.6	6	-7	2	3.7	-16	-10	1	-65	17
CN(CCc1ccccn1)S(=O)(=O)c1ccc2c3c(cccc13)C(=O)N2	-1.5	-3	-4	2	1.5	-10	-7	3	-7	16
Cc1ccn2cc(-c3cccc(S(=O)(=O)N4CCCCC4)c3)nc2c1	-2.1	3	-5	-3	-0.2	-1	-7	-1	4	-1
COc1cccc2c1OC1(C)CC2NC(=O)N1c1cccc(C(=O)N2CCN(c3ccccn3)CC2)c1 (centres undefined)	-1.8	-1	1	2	2.0	-1	-21	-6	23	-2
COc1ccccc1C1CC(c2ccc(Cl)cc2)Nc2nc(N)nn21 (centres undefined)	0.3	0	3	-2	1.1	13	-1	5	-2	-2
C=CCNc1c2c(nc3ncnn13)CC(C)CC2 (centres undefined)	-1.0	x	-1	2	0.0	-1	-11	-2	-19	-2
Cc1ccc(CN2CCN(CC(=O)NC(C)CCc3ccccc3)C2=O)cc1 (centres undefined)	-0.6	x	2	-10	-0.1	8	-6	5	-8	-9
COc1ccc(OC)c(C2C3CN(C(C)C)CC=C3C(C#N)=C(N)C2(C#N)C#N)c1 (centres undefined)	-1.3	-3	1	17	20	-15	-29	-1	11	0
COc1ccc(Br)cc1S(=O)(=O)NNC(=O)c1c(C)nc2ccccn12	0.4	-12	-1	x	-0.5	x	x	x	5	-2
O=C1C=CC(=O)N1c1ccc(N2CCCCC2)cc1	-0.3	1	-1	-1	0.1	5	-1	0	3	-6
COc1ccc(CC(=O)c2ccc(OC)c(OC)c2)cc1	-0.9	-4	0	3	1.3	-8	2	2	20	0
O=C(O)C1C2C=CC(C2)C1C(=O)Nc1cccc(F)c1 (centres undefined)	0.1	3	-1	4	-2.6	3	-3	2	20	-2
COc1ccc(CCNC(=O)C2CCC(C(C)(C)C)CC2)cc1OC (centres undefined)	1.1	-7	-1	1	0.0	-15	-9	-4	5	-2
COc1cccc(NC(=O)c2ccc(CN3CCc4ccccc4C3)cc2)c1	x	-3	-3	-11	-5.9	5	7	-3	-17	-4
COc1ccc(NC(=S)Nc2cccc(C(F)(F)F)c2)c(C)c1	0.7	x	1	6	1.5	-3	-1	0	-1	7

Two compounds from above with just CAL PDZ FP-1.
SMILES	CAL PDZ FP-1
O=C1C=CC(=O)N1c1ccc(N2CCCCC2)cc1	-0.3
O=C(CCl)N(C1CCCC1)C1CCS(=O)(=O)C1 (centres undefined)	-2.1

The results go on.
SMILES	CAL PDZ FP-1	CAL PDZ FP-2	Keap1-Nrf2 PPI	RTF Ca sens act	LANA DNA inh	PKA-R2B activ	RTF Ca sens inh	DAGLB inh	SR-BI uptake up	Rtt109 HAT inh
OC(CN1CCc2ccccc2C1)c1ccccc1 (centres undefined)	-1.6	x	-1	-3	-0.6	-6	-2	0	15	5
COC(=O)C1=CN(C)C=C(C(=O)OC)C1c1ccsc1	-0.7	-2	-2	8	0.4	-1	-3	1	x	-1
COc1ccc(OC)c(CNC(=O)CCSCc2ccc(F)cc2Cl)c1	0.9	-6	-2	-4	-2.5	-6	-6	-4	-1	4
Cc1cc(C(=O)N2CCN(C(=O)c3ccco3)CC2)ccc1[N+](=O)[O-]	-0.6	-3	0	5	-1.5	-7	3	-2	12	-20
O=C(Cc1ccccc1F)NC1CCCN(Cc2ccc(Cl)cc2)C1 (centres undefined)	-2.3	0	0	1	3.7	-1	-4	-1	3	3
Cc1cccc(C(=O)Nc2ccccc2C(=O)OCc2c(C)noc2C)c1	-2.4	-2	-2	2	0.2	-1	-10	-10	-43	-5
N/C(=N\S(=O)(=O)c1ccccc1)c1ccc([N+](=O)[O-])cc1	0.0	2	-4	2	-1.7	-2	7	-2	-5	2
CCn1c(=O)c2sccc2n(Cc2ccccc2)c1=O	0.3	10	-1	0	-4.5	-4	-2	1	12	-4
O=C(CN1CCSc2ccccc21)NCCCc1ccccc1	-2.6	-4	-2	-12	0.9	-3	6	-3	3	-12
Cc1ccc2c(c1)c1c(n2C)C(=O)CCC1	-0.6	-1	2	-1	0.1	-10	-4	-3	12	-1
COc1cc(C(=O)OCC(=O)Nc2ccc(SC(F)F)cc2)cc(OC)c1OC	-0.8	-7	2	5	-1.4	-15	-5	-5	5	1
CCCNC(=O)c1cc(S(=O)(=O)N2CCCCC2)ccc1N1CCOCC1	-0.9	2	1	-2	-2.0	4	6	0	-5	0
CN(Cc1cn(-c2ccccc2)nc1-c1cc2ccccc2o1)C(=O)CCC(=O)O	-1.8	-3	-1	6	-1.2	5	-3	3	20	1
CC(NS(=O)(=O)c1cccc(C(=O)O)c1)C12CC3CC(CC(C3)C1)C2 (centres undefined)	-0.4	x	-2	2	0.1	1	-22	18	5	2
CC(=O)N/C(=N\c1nc(C)cc(C)n1)Nc1ccccc1Cl	-1.8	-4	-2	2	2.3	-7	0	-2	24	15
Cc1ccc2[nH]c(O)c(N=NC(N)=S)c2c1	-3.4	-1	1	-1	-0.3	-12	5	2	x	1
O=C(CNc1ccc(Cl)c(C(F)(F)F)c1)N1CCN(S(=O)(=O)c2ccccc2)CC1	0.0	0	-9	-8	-0.3	-5	-18	-2	10	5
O=C(C1CC(=O)N(c2ccc3c(c2)OCCO3)C1)N1CCN(c2ccccc2O)CC1 (centres undefined)	-0.5	-7	-3	-1	-2.4	-3	-1	0	7	17
O=C(COC(=O)CC1CC2CCC1C2)NCc1ccccc1 (centres undefined)	0.3	x	-5	0	0.4	-11	9	-2	6	-2
Cc1cccc(N2CCN(C(=O)c3ccccc3OCc3c(C)noc3C)CC2)c1C	-0.2	2	0	-10	-0.8	1	7	0	-7	20
Cc1coc(C)c1C(=O)CC1(O)C(=O)N(Cc2ccccc2)c2ccccc21 (centres undefined)	-4.7	0	-8	-5	0.8	-20	-6	1	-21	32
COc1ccc(CNC(=O)Cn2c(=O)n(CCC(=O)N3CCCCC3)c(=O)c3sccc32)cc1	-2.5	0	-3	1	0.9	-9	-1	-2	2	-2
Cn1c(SCC(=O)Nc2cccc(C(=O)O)c2)nnc1-c1cc2cc(Br)ccc2o1	-3.6	-2	1	1	-0.7	4	-11	2	-37	1
Cc1ccc(-n2ncc3c(NCc4ccccc4)ncnc32)cc1	-1.2	-3	-1	3	-1.8	-3	0	-3	5	-6
COc1ccc(N2CCN(Cc3nc4sc(C)c(C)c4c(=O)[nH]3)CC2)cc1	-0.5	-1	-5	2	-1.2	-9	-17	1	8	4

The last 2 records of the part before come first, to join the parts.
SMILES	CAL PDZ FP-1	CAL PDZ FP-2	Keap1-Nrf2 PPI	RTF Ca sens act	LANA DNA inh	PKA-R2B activ	RTF Ca sens inh	DAGLB inh	SR-BI uptake up	Rtt109 HAT inh
Cc1ccc(-n2ncc3c(NCc4ccccc4)ncnc32)cc1	-1.2	-3	-1	3	-1.8	-3	0	-3	5	-6
COc1ccc(N2CCN(Cc3nc4sc(C)c(C)c4c(=O)[nH]3)CC2)cc1	-0.5	-1	-5	2	-1.2	-9	-17	1	8	4
CCCOc1ccc(S(=O)(=O)N2CCOCC2)cc1[N+](=O)[O-]	-1.2	-3	-1	-3	-5.7	-1	-8	0	2	-3
O=C(c1ccc(Cl)c(S(=O)(=O)N2CCCCC2)c1)N1CCCCC1	-1.6	1	2	-4	0.1	-2	-2	0	x	-1
COc1ccc(NC(=O)CC2SC(=NCc3ccccc3OC)NC2=O)cc1 (centres undefined)	-1.9	0	-1	5	2.0	8	-9	3	-48	3
COCc1nnc(NS(=O)(=O)c2ccc(C)cc2)s1	-1.1	3	1	12	1.4	-8	-15	1	24	0
CCOc1ccccc1N1CSC2=C(C#N)C(c3c(OC)ccc4ccccc34)CC(=O)N2C1 (centres undefined)	0.3	-3	-10	1	-0.1	0	-5	1	-5	-3
Cc1noc(C)c1COC(=O)c1cccnc1Cl	-1.5	-5	x	-3	x	-4	4	2	11	-7
O=c1[nH]c2cc([N+](=O)[O-])ccc2c2ccc([N+](=O)[O-])cc12	-0.5	-1	0	0	3.2	-4	-8	-3	8	-1
CCN(CCNS(=O)(=O)c1ccc2c(c1)oc(=O)n2C)c1ccccc1	-0.4	-2	-5	4	-0.1	-4	-4	-1	27	4
CCOC(=O)c1cc2c(ccn2C)n1Cc1ccccc1C	-2.0	-2	-1	7	0.6	-11	-5	-4	24	x
CC1CCN(c2nc(CN3CCCCC3)nc3scc(-c4ccccc4)c23)CC1	-3.5	0	1	-5	-0.1	5	1	-6	12	61*
O=C1NC2(CCCCC2)C(=O)N1c1ccccc1	-0.7	-11	0	-5	0.4	10	-12	-3	11	-2
CS(=O)(=O)Nc1cccc(C2=NN(C(=O)c3cccc([N+](=O)[O-])c3)C(c3cccs3)C2)c1 (centres undefined)	-0.7	-2	-3	0	1.5	2	-7	2	-9	0
O=C(COc1ncnc2ccccc12)NCC1CCCO1 (centres undefined)	-2.7	-1	4	1	3.8	1	-1	0	12	-10

Already shown: an excerpt of the list.
SMILES	CAL PDZ FP-1	CAL PDZ FP-2	Keap1-Nrf2 PPI	RTF Ca sens act	LANA DNA inh	PKA-R2B activ	RTF Ca sens inh	DAGLB inh	SR-BI uptake up	Rtt109 HAT inh
CCCOc1ccc(S(=O)(=O)N2CCOCC2)cc1[N+](=O)[O-]	-1.2	-3	-1	-3	-5.7	-1	-8	0	2	-3
O=C(c1ccc(Cl)c(S(=O)(=O)N2CCCCC2)c1)N1CCCCC1	-1.6	1	2	-4	0.1	-2	-2	0	x	-1
